Compound activity as filed in PubChem.
BCLXL inh = blocks human Bcl-xL binding to Bim BH3 peptide; Q07817; GST-Bcl-xL / FITC-Bim BH3 peptide fluorescence polarization; inhibition, % at 10.9 µM; 320,000 compounds, 0.7% hits;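 active = inhibition above the mean of all tested compounds plus 3 SD, cutoff set per campaign, cut at about 30% in these data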;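 note: 0% = DMSO wells and 100% = unlabeled Bim-BH3 peptide competitor; inhibitors lower millipolarization by displacing the labeled peptide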
Target sequence (Q07817 whole entry, looked up): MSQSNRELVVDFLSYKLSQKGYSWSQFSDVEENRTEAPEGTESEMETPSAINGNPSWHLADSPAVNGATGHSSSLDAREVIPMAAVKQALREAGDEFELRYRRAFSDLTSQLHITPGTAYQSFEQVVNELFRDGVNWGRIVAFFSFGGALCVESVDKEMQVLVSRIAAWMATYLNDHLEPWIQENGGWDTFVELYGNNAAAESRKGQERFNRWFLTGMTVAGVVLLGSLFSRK
GLD-1 RNA inh = GLD-1-TGE RNA interaction inhibition (C. elegans); Q17339; purified GLD-1 + fluorescein TGE RNA, fluorescence polarization; inhibition, % at 5.96 µM; 320,000 compounds, 0.44% hits;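 active = percent inhibition above a per-plate cutoff, the plate mean of test compounds plus 3 SD, cut at about 30% in these data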;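 note: 0% = DMSO wells with GLD-1 and probe and 100% = wells lacking GLD-1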
Target sequence (Q17339 whole entry, looked up): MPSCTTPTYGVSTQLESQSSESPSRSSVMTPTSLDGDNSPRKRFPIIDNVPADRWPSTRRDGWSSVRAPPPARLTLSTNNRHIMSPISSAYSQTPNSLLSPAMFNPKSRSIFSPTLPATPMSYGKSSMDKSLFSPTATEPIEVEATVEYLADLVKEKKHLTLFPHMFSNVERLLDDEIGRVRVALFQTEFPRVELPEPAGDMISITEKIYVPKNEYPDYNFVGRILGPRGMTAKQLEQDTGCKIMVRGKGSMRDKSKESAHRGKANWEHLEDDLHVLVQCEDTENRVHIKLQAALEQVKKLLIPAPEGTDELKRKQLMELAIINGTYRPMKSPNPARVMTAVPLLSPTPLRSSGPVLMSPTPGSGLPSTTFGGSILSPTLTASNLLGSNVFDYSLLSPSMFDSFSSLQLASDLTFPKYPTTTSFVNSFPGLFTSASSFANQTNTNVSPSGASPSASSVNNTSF
PAFAH1B2 FP inh = blocks human PAF acetylhydrolase 1b catalytic subunit 2 | P68402 | recombinant PAFAH1B2, FP-rhodamine activity probe, fluorescence polarization | inhibition, % at 3.39 µM | 340,000 compounds, 1.2% hits;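 active = inhibition above the mean of all tested compounds plus 3 SD, cut at about 24% in these data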;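 note: 0% = enzyme with DMSO and 100% = wells lacking PAFAH1B2; many of its hits are not listed in these tables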
PME-1 inh = blocks human protein phosphatase methylesterase 1; recombinant PME-1, FP-Rh probe fluorescence polarization; AID 2130; Q9Y570; 320,000 compounds, 0.53% hits; inhibition, % at 5.9 µM;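 active = inhibition above the campaign mean of all compounds plus 3 SD, cut at about 26% in these data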;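 note: competitive labeling of PME-1 active site by serine hydrolase directed probe; 0% = PME-1 with DMSO and 100% = wells lacking PME-1 enzyme; inhibitors block probe labeling so polarization falls and inhibition rises; many of its hits are not listed in these tables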
Target sequence (Q9Y570 whole entry, looked up): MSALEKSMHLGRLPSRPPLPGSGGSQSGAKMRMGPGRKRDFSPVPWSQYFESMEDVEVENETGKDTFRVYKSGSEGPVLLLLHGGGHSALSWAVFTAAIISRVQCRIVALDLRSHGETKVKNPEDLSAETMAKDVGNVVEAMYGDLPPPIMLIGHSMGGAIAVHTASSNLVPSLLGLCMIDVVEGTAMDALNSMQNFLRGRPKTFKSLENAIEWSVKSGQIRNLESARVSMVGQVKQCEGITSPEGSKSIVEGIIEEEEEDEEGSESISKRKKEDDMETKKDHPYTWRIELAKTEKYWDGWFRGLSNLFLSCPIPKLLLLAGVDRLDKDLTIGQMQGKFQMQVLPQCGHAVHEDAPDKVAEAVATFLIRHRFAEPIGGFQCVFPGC
pPAFAH FP inh = inhibitors of human plasma PAF acetylhydrolase (pPAFAH); AID 463082; recombinant pPAFAH, FP-rhodamine probe fluorescence polarization; 330,000 compounds, 1.5% hits; Q13093; inhibition, % at 3.39 µM;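 active = inhibition above the mean inhibition across the screen plus 3 SD, cut at about 25% in these data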;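 note: inhibitors block binding of the rhodamine activity-based probe so polarization drops; 0% = enzyme with DMSO and 100% = wells lacking pPAFAH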
Fam108B counter = blocks mouse Fam108B hydrolase in RBBP9 counter-screen; inhibition, % at 9.51 µM; AID 1947; 300,000 compounds, 0.33% hits; recombinant Fam108B, FP-Rh probe fluorescence polarization;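 active = inhibition above the screen mean inhibition plus 3 SD, computed separately per campaign, cut at about 18% in these data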;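 note: inhibitors lower polarization as less probe binds the enzyme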
MEX-5 binding = C. elegans MEX-5 TCR-2 RNA binding activity. AID 1832. activity score (negative = inhibition of binding), % at 10 µM. MEX-5/FITC-TCR2 RNA binding, fluorescence polarization; stronger effect = lower value. 300,000 compounds, 0.38% hits;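 active = inhibition past about -25% in most replicates, and total fluorescence under double the plate's negative control median, limit read from the data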;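 note: 0% = DMSO and -100% = 5 µM competing unlabeled TCR2 RNA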
AHR act = activates the human aryl hydrocarbon receptor | P35869 | AHR-responsive luciferase reporter cells, luminescence | activation, % at 5 µM | 320,000 compounds, 2.5% hits | AID 2796; in the data active = activation above about 47%;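 note: 0% = vehicle wells and 100% = reference agonist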
MCL1-BIM inh = MCL1-BIM-BH3 interaction inhibition (human). AID 2057. inhibition, % at 10.9 µM. 320,000 compounds, 0.68% hits. GST-MCL1 / FITC-Bim-BH3 fluorescence polarization;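 active = inhibition above the mean inhibition of all tested compounds plus 3 SD, set per campaign, cut at about 40% in these data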;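 note: 0% = DMSO wells and 100% = unlabeled Bim-BH3 peptide control; higher means more loss of mP so more displacement of Bim peptide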
* marks the source's active call; other numbers are inactive results. Some of the compounds tested, so the mix of outcomes need not match the whole.

Results for O=C(c1ccc([N+](=O)[O-])cc1)N1CCN(C(=O)c2ccco2)CC1 ?
BCLXL inh: 3; GLD-1 RNA inh: 7; PAFAH1B2 FP inh: 3; PME-1 inh: 0; pPAFAH FP inh: 1; Fam108B counter: 5; MEX-5 binding: 3.1; AHR act: 0; MCL1-BIM inh: 5

Results for CC1(C)Cc2ccccc2C(N)=C1C#N ?
BCLXL inh: -9; GLD-1 RNA inh: 0; PAFAH1B2 FP inh: 13; PME-1 inh: 3; pPAFAH FP inh: 1; Fam108B counter: 1; MEX-5 binding: 3.2; AHR act: 4; MCL1-BIM inh: -3

What do the screens show for `O=C(Nc1ccc(N2CCOCC2)cc1)c1ccc(COc2ccccc2)cc1`?
BCLXL inh: -2; GLD-1 RNA inh: 1; PAFAH1B2 FP inh: 0; PME-1 inh: -9; pPAFAH FP inh: 2; Fam108B counter: 0; MEX-5 binding: -3.2; AHR act: -2; MCL1-BIM inh: -12

How did CCCCCOc1ccc(Br)cc1/C(C)=N/NC1=NCCN1 do in these assays?
BCLXL inh: -5; GLD-1 RNA inh: -2; PAFAH1B2 FP inh: 4; PME-1 inh: 1; pPAFAH FP inh: 4; Fam108B counter: 3; MEX-5 binding: 2.1; AHR act: 62*; MCL1-BIM inh: -7

What do the screens show for `Cc1cc(C)c2c(-n3cccc3)nn(CC#N)c2n1`?
BCLXL inh: -1; GLD-1 RNA inh: 6; PAFAH1B2 FP inh: 4; PME-1 inh: 1; pPAFAH FP inh: 1; Fam108B counter: 0; MEX-5 binding: -1.8; AHR act: 1; MCL1-BIM inh: 4

How did COc1ccc(COc2ccccc2C(N)=O)cc1F do in these assays?
BCLXL inh: 2; GLD-1 RNA inh: -6; PAFAH1B2 FP inh: 0; PME-1 inh: 5; pPAFAH FP inh: 4; Fam108B counter: -1; MEX-5 binding: 2.3; AHR act: 17; MCL1-BIM inh: -6

How did CN(C(=O)CN1C(=O)/C(=C/c2ccc(F)cc2)SC1=S)C1CCS(=O)(=O)C1 (configuration not stated) do in these assays?
BCLXL inh: 5; GLD-1 RNA inh: 4; PAFAH1B2 FP inh: 5; PME-1 inh: 0; pPAFAH FP inh: 5; Fam108B counter: 4; MEX-5 binding: 0.4; AHR act: 4; MCL1-BIM inh: 6

How did CCOc1ccccc1NC(=O)Cn1nc(-c2ccco2)ccc1=O do in these assays?
BCLXL inh: 13; GLD-1 RNA inh: -3; PAFAH1B2 FP inh: -3; PME-1 inh: 8; pPAFAH FP inh: 11; Fam108B counter: 2; MEX-5 binding: 0.6; AHR act: 2; MCL1-BIM inh: 15

What do the screens show for `Cc1cc(C)cc(OCC(=O)OCC(=O)c2cc(C)n(C3CC3)c2C)c1`?
BCLXL inh: -1; GLD-1 RNA inh: 11; PAFAH1B2 FP inh: 1; PME-1 inh: -8; pPAFAH FP inh: 12; Fam108B counter: -3; MEX-5 binding: -2.5; AHR act: -3; MCL1-BIM inh: -3

Results for O=C(O)c1ccc(Nc2ncnc3scc(-c4ccccc4)c23)cc1 ?
BCLXL inh: 5; GLD-1 RNA inh: 6; PAFAH1B2 FP inh: 7; PME-1 inh: -2; pPAFAH FP inh: 0; Fam108B counter: -1; MEX-5 binding: 1.3; AHR act: -1; MCL1-BIM inh: 3

Results for Cc1ccc(-n2cc(S(=O)(=O)c3ccc(C)cc3)[nH]c2=O)cc1 ?
BCLXL inh: -1; GLD-1 RNA inh: 1; PAFAH1B2 FP inh: 7; PME-1 inh: 6; pPAFAH FP inh: 0; Fam108B counter: -2; MEX-5 binding: 1.7; AHR act: 1; MCL1-BIM inh: -4

How did Cc1cc(C(=O)COC(=O)c2ccncc2)c(C)n1Cc1ccco1 do in these assays?
BCLXL inh: -4; GLD-1 RNA inh: 0; PAFAH1B2 FP inh: 3; PME-1 inh: 0; pPAFAH FP inh: 16; Fam108B counter: 1; MEX-5 binding: -0.7; AHR act: -5; MCL1-BIM inh: -3

Results for CC(=O)/C(=N\Nc1ccc(C)cc1)N1CCOCC1 ?
BCLXL inh: 5; GLD-1 RNA inh: 6; PAFAH1B2 FP inh: -1; PME-1 inh: 4; pPAFAH FP inh: 8; Fam108B counter: -1; MEX-5 binding: -1.4; AHR act: 5; MCL1-BIM inh: -2

How did COc1ccc2nc3ccccc3nc2c1NC(=O)c1ccccc1Cl do in these assays?
BCLXL inh: 4; GLD-1 RNA inh: 6; PAFAH1B2 FP inh: -2; PME-1 inh: 2; pPAFAH FP inh: 6; Fam108B counter: -1; MEX-5 binding: -35*; AHR act: 1; MCL1-BIM inh: 0

What do the screens show for `CCN(CC)CCn1c(SCC(=O)NCCC2=CCCCC2)nc2c(sc3ccccc32)c1=O`?
BCLXL inh: -2; GLD-1 RNA inh: -5; PAFAH1B2 FP inh: -1; PME-1 inh: -2; pPAFAH FP inh: -3; Fam108B counter: 8; MEX-5 binding: 0.8; AHR act: 7; MCL1-BIM inh: 0

How did CCC1(C)N([O-])C(C)=C(c2ccccc2)[N+]1=O (configuration not stated) do in these assays?
BCLXL inh: -2; GLD-1 RNA inh: 3; PAFAH1B2 FP inh: 3; PME-1 inh: -4; pPAFAH FP inh: -5; Fam108B counter: -1; MEX-5 binding: 1.0; AHR act: 3; MCL1-BIM inh: -10

What do the screens show for `CC1CN(C(=S)Nc2ccc(S(N)(=O)=O)cc2)CC(C)O1` (configuration not stated)?
BCLXL inh: 3; GLD-1 RNA inh: 5; PAFAH1B2 FP inh: 2; PME-1 inh: -7; pPAFAH FP inh: 2; Fam108B counter: -1; MEX-5 binding: 0.9; AHR act: 1; MCL1-BIM inh: 10

What do the screens show for `CCOC(=O)CC(=O)NC(CC(=O)OC)c1ccc(Br)cc1` (configuration not stated)?
BCLXL inh: 6; GLD-1 RNA inh: -2; PAFAH1B2 FP inh: 2; PME-1 inh: 2; pPAFAH FP inh: -2; Fam108B counter: 1; MEX-5 binding: 0.2; AHR act: 0; MCL1-BIM inh: 0

Results for CC(=O)c1cccc(NC(=O)COC(=O)CC2CC3CCC2C3)c1 (configuration not stated) ?
BCLXL inh: -2; GLD-1 RNA inh: -2; PAFAH1B2 FP inh: 16; PME-1 inh: 0; pPAFAH FP inh: 20; AHR act: 0; MCL1-BIM inh: -6

Results for O=C(c1ccccc1F)N1CCN(c2ccc([N+](=O)[O-])c(N3CCOCC3)c2)CC1 ?
BCLXL inh: -5; GLD-1 RNA inh: -4; PAFAH1B2 FP inh: 3; PME-1 inh: 1; pPAFAH FP inh: -8; Fam108B counter: -6; MEX-5 binding: 2.6; AHR act: 4; MCL1-BIM inh: 5

The last 3 entries of the part above lead into the next.
What do the screens show for `CCOC(=O)CC(=O)NC(CC(=O)OC)c1ccc(Br)cc1` (configuration not stated)?
BCLXL inh: 6; GLD-1 RNA inh: -2; PAFAH1B2 FP inh: 2; PME-1 inh: 2; pPAFAH FP inh: -2; Fam108B counter: 1; MEX-5 binding: 0.2; AHR act: 0; MCL1-BIM inh: 0

Results for CC(=O)c1cccc(NC(=O)COC(=O)CC2CC3CCC2C3)c1 (configuration not stated) ?
BCLXL inh: -2; GLD-1 RNA inh: -2; PAFAH1B2 FP inh: 16; PME-1 inh: 0; pPAFAH FP inh: 20; AHR act: 0; MCL1-BIM inh: -6

Results for O=C(c1ccccc1F)N1CCN(c2ccc([N+](=O)[O-])c(N3CCOCC3)c2)CC1 ?
BCLXL inh: -5; GLD-1 RNA inh: -4; PAFAH1B2 FP inh: 3; PME-1 inh: 1; pPAFAH FP inh: -8; Fam108B counter: -6; MEX-5 binding: 2.6; AHR act: 4; MCL1-BIM inh: 5

How did Cc1cc(C)nc(-n2nc(C)cc2NC(=O)CNCc2ccccc2)n1 do in these assays?
BCLXL inh: 3; GLD-1 RNA inh: -3; PAFAH1B2 FP inh: -1; PME-1 inh: 6; pPAFAH FP inh: 0; Fam108B counter: 3; MEX-5 binding: -0.1; AHR act: 5; MCL1-BIM inh: 4

What do the screens show for `COc1ccc(N(C(=O)Cn2nnc3ccccc32)C(C(=O)NC(C)(C)C)c2ccc(OC)c(O)c2)cc1` (configuration not stated)?
BCLXL inh: 7; GLD-1 RNA inh: -1; PAFAH1B2 FP inh: 5; PME-1 inh: -4; pPAFAH FP inh: 6; Fam108B counter: 2; MEX-5 binding: 1.0; AHR act: 1; MCL1-BIM inh: 9

How did Cc1cc(OCCCCN2C(=O)NC(C)(C)C2=O)ccc1[N+](=O)[O-] do in these assays?
BCLXL inh: 5; GLD-1 RNA inh: 1; PAFAH1B2 FP inh: 0; PME-1 inh: -1; pPAFAH FP inh: -1; Fam108B counter: 2; MEX-5 binding: -0.2; AHR act: 4; MCL1-BIM inh: 6

What do the screens show for `OCc1nc2ccccc2n1Cc1c(F)cccc1Cl`?
BCLXL inh: 0; GLD-1 RNA inh: 6; PAFAH1B2 FP inh: 9; PME-1 inh: -3; pPAFAH FP inh: 0; Fam108B counter: 4; MEX-5 binding: -0.1; AHR act: 1; MCL1-BIM inh: -2

Results for CCOc1ccc(NC(=O)c2cccc(NC3=NC4CS(=O)(=O)CC4S3)c2)cc1 (configuration not stated) ?
BCLXL inh: 4; GLD-1 RNA inh: 3; PAFAH1B2 FP inh: 0; PME-1 inh: 1; pPAFAH FP inh: -3; Fam108B counter: 5; MEX-5 binding: 1.3; AHR act: -2; MCL1-BIM inh: 7

How did CCOc1ccc(CCNC(=O)COC(=O)Cc2ccc(F)cc2)cc1OCC do in these assays?
BCLXL inh: 3; GLD-1 RNA inh: -9; PAFAH1B2 FP inh: 0; PME-1 inh: 0; pPAFAH FP inh: 5; Fam108B counter: 4; MEX-5 binding: 2.3; AHR act: 0; MCL1-BIM inh: 3

How did Cc1cc(/C=C(\C#N)C(=O)Nc2ccc(Cl)cc2)c(C)n1-c1ccc(N2CCOCC2)c([N+](=O)[O-])c1 do in these assays?
BCLXL inh: 3; GLD-1 RNA inh: -3; PAFAH1B2 FP inh: -2; PME-1 inh: 0; pPAFAH FP inh: -4; Fam108B counter: 0; MEX-5 binding: -0.8; AHR act: 0; MCL1-BIM inh: -1

What do the screens show for `CCOCCCNC(=O)CCS(=O)(=O)Cc1ccc(C)cc1`?
BCLXL inh: 10; GLD-1 RNA inh: 4; PAFAH1B2 FP inh: 0; PME-1 inh: -3; pPAFAH FP inh: 8; Fam108B counter: -2; MEX-5 binding: 1.3; AHR act: -1; MCL1-BIM inh: 3

What do the screens show for `O=C(CN1C(=O)c2cccnc2Oc2ccc(Cl)cc21)Nc1ccc(F)cc1`?
BCLXL inh: 4; GLD-1 RNA inh: 7; PAFAH1B2 FP inh: 7; PME-1 inh: 3; pPAFAH FP inh: 6; Fam108B counter: -1; MEX-5 binding: -1.8; AHR act: 15; MCL1-BIM inh: 3

Results for Oc1ccccc1OCCOc1ccccc1OCCOc1ccccc1O ?
BCLXL inh: 3; GLD-1 RNA inh: -8; PAFAH1B2 FP inh: 3; PME-1 inh: 1; pPAFAH FP inh: 1; Fam108B counter: 7; MEX-5 binding: 1.7; AHR act: 3; MCL1-BIM inh: 3

How did Cc1ccccc1CN1C[C@@H]2C[C@@H](c3cnc(N4CCOCC4)s3)N3CCC[C@@]23C1=O do in these assays?
BCLXL inh: 30; GLD-1 RNA inh: 21; PAFAH1B2 FP inh: 1; PME-1 inh: 1; pPAFAH FP inh: -2; Fam108B counter: -1; MEX-5 binding: -4.0; AHR act: 0; MCL1-BIM inh: 38
